Screening data as filed in PubChem.
procasp3 activ: activators of human procaspase-3 D3A mutant, primary screen, biochemical, absorbance, PC-3 D3A mutant, single concentration; Caspase-3 (Homo sapiens), P42574; recombinant procaspase-3 D3A, Ac-DEVD-pNA absorbance 405 nm; activation, % at 8.5 µM; 330,000 compounds, 0.11% hits;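 active = activation above the mean of all tested compounds plus 3 SD, cut at about 21% in these data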;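 note: 0% = DMSO alone and 100% = DMSO wells spiked with extra 5 µM PC-3 D3A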
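Assay system – Procaspase-3 D3A mutant · Benchmarks – DMSO low control, extra-enzyme high control · Technique – 405 nm absorbance of p-nitroaniline, reads at 0 and 120 min · Doses – 8.5 µM nominal · Measure – % activation between DMSO and enzyme-spiked controls · Also added – Ac-DEVD-pNA chromogenic peptide substrate · Schedule – 1 h compound preincubation, 2 h substrate hydrolysis at 25 °C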
Efflux pump inh: inhibitors of Candida efflux pumps in yeast, primary screen, S. cerevisiae, Nile Red, multiplex | S. cerevisiae Candida pump triplex | inhibition, % at 10 µM | 330,000 compounds, 0.44% hits;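 active = plate passing quality check with inhibition over a set limit, or well fluorescence over plate mean plus 4 SD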;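 note: Nile Red retained in pooled yeast measured as flow cytometry median fluorescence; 0% = buffer negative control and 100% = Enniatin B positive control; higher means more Nile Red kept so more efflux inhibition; some compounds called inactive have numbers as strong as hits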
proCasp7 act: procaspase-7 activators, primary screen, counter-screen for procaspase-3 activator project, biochemical, absorbance, HTS, human | activation, % at 8.5 µM | recombinant procaspase-7, Ac-DEVD-pNA absorbance 405 nm; D23A/D198A/D206A triple mutant, cannot self-cleave; scale: DMSO 0, 5 µM enzyme 100 | Caspase-7 (Homo sapiens), P55210 | 330,000 compounds, 0.093% hits | AID 463210, 2010;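 active = percent activation above the screen-wide mean plus 3 SD, cut at about 25% in these data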
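signal = Epi-absorbance of released pNA at 405 nm, two timepoints | assay system = Uncleavable procaspase-7 mutant enzyme | reagent = Ac-DEVD-pNA substrate, 400 µM as added | times = 1 h enzyme–compound preincubation and 2 h substrate reaction, both 25 °C | benchmarks = low DMSO alone, high DMSO plus 5 µM PC-7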
JMJD2C inh: inhibitors of GASC-1 histone demethylase, primary screen, biochemical, fluorescence, DELFIA europium; GST-JMJD2C(1-420) H3K9me3 demethylation; AID 2099, 2009; inhibition, % at 2.35 µM; 330,000 compounds, 0.069% hits;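 active = more than half of a compound's replicate wells show inhibition beyond 50%, single wells judged on their own value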;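 note: signal counts dimethyl H3K9 product captured on neutravidin plate; 0% = median of DMSO wells and 100% = 0.3 times that DMSO median; strong numbers were not always called active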
Target sequence (Q9H3R0 1-420 limits assumed): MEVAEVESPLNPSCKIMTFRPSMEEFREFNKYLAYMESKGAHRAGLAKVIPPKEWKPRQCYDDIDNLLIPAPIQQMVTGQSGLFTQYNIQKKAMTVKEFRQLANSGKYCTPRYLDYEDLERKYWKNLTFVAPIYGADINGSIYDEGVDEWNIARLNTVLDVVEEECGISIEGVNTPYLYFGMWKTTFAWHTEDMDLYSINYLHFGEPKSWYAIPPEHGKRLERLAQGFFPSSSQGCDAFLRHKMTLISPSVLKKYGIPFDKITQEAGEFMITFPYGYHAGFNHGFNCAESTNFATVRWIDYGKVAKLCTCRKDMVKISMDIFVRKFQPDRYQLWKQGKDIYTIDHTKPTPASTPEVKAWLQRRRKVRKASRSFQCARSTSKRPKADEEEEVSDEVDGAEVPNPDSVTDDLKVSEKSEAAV
PP5 primary: PP5 phosphatase inhibitors, primary screen, biochemical, fluorescence | purified PP5c, OMFP substrate fluorescence | inhibition, % at 6.7 µM | 320,000 compounds, 0.18% hits | AID 1987, 2009;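 active = inhibition above the campaign's mean inhibition across all tested compounds plus 3 SD, cut at about 9.5% in these data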;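 note: 0% = DMSO only and 100% = 100 µM cantharidin control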
Target sequence (P53041 whole entry, looked up): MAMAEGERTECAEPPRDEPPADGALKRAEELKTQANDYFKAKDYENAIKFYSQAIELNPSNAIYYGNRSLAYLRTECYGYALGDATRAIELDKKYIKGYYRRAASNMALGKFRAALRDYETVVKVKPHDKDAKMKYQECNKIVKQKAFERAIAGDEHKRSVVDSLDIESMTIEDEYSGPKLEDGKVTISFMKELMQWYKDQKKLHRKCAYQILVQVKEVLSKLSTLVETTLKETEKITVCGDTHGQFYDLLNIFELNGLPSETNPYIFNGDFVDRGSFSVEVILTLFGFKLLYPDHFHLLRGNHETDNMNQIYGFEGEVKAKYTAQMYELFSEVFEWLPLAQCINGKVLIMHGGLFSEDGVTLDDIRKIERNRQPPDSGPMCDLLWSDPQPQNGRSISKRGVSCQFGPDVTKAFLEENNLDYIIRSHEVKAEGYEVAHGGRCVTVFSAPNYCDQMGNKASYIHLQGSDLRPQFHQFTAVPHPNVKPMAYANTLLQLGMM
TPT1 inhibitor: Candida albicans TPT1 enzyme inhibitors, primary screen, biochemical, fluorescence polarization; inhibition, % at 5 µM; recombinant caTPT1, FP RNA substrate dephosphorylation; 300,000 compounds, 0.81% hits; AID 1962, 2009;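 active = inhibition above the mean of all tested compounds plus 3 SD, set per screening campaign, cut at about 24% in these data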;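 note: plate controls were DMSO alone for no effect and ferristatin control at 100 nM for full effect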
PP1 inh: PP1-alpha phosphatase inhibitors, primary screen, counter-screen for PP5 inhibitor project, biochemical, fluorescence, OMFP substrate, single point | Serine/threonine-protein phosphatase PP1-alpha catalytic subunit (Homo sapiens), P62136 | 320,000 compounds, 0.9% hits | AID 2235, 2010 | purified PP1alpha | inhibition, % at 6.7 µM;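 active = inhibition above the mean inhibition of all tested compounds plus 3 SD, computed separately for each screening campaign, cut at about 15% in these data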
HCV core dimer: inhibitors of HCV core protein dimerization, primary screen, biochemical, TR-FRET, high-throughput; TR-FRET GST/Flag-core106 dimerization, 1536-well; inhibition, % at 5 µM; 300,000 compounds, 0.33% hits; AID 1899, 2009;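 active = inhibition above the mean of all tested compounds plus 3 SD, set per screening campaign, cut at about 45% in these data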
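System: GST-tagged and Flag-tagged HCV core protein residues 1-106 / Input: core106 proteins, GST 13.5 nM and Flag 17 nM / Buffer or medium: KF-containing HEPES buffer, pH 7.45, DTT, CHAPS, BSA / Probe or stimulus: Eu-anti-GST and XL665-anti-Flag labelled anti-tag antibodies / Schedule: 4 h, 22.5 °C incubation / Technique: TR-FRET 671 and 617 nm emission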
Fh CTSL1 inh: Fasciola hepatica cathepsin L1 inhibitors, primary screen, counter-screen for PFM18AAP inhibitor project, biochemical, QFRET, fluorogenic peptide substrate. inhibition, % at 5.96 µM. 300,000 compounds, 0.49% hits. AID 1906, 2009. recombinant F. hepatica cathepsin L1, Z-Leu-Arg-MCA fluorescence;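 active = inhibition above the mean of all tested compounds plus 3 SD, set per screening campaign, cut at about 17% in these data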;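 note: 0% = plate median of test compound wells and 100% = 1 µM Z-Phe-Ala-diazomethylketone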
* marks the source's active call; other numbers are inactive results; nt = not tested or not shown.

SMILES	procasp3 activ	Efflux pump inh	proCasp7 act	JMJD2C inh	PP5 primary	TPT1 inhibitor	PP1 inh	HCV core dimer	Fh CTSL1 inh
S=C1NCCNC(=S)NCCOCCN1	6.1	-0.2	-4.1	72.8	-0.6	4.5	-2.6	-1.8	2.5
COCC(=O)Nc1cc(C(=O)Nc2ccccc2)ccc1Cl	1.3	0.4	11.8	3.1	3.0	4.9	-4.8	1.2	5.7
CN1CCN(CCNC(=O)c2cn(Cc3ccccc3F)nn2)CC1	-0.1	-0.1	7.7	-8.2	-0.8	1.9	-1.8	2.9	-0.8
Cc1ccc(-n2nc3c(c2NC(=O)CC(C)C)CS(=O)(=O)C3)c(C)c1	-2.4	0.0	5.8	0.9	0.0	-0.1	-1.3	-2.8	-1.8
COc1ccc(C2=NOC(C(=O)Nc3c(C)n(C)n(-c4ccccc4)c3=O)C2)cc1 (stereo unspecified)	5.4	-0.1	4.5	5.6	0.8	-4.9	-1.5	-0.6	-1.5
CCOCCCn1c(=S)[nH]c2cc(C(=O)NCCc3ccc(OC)c(OC)c3)ccc2c1=O	4.5	0.1	1.7	-2.6	1.9	-5.6	-0.3	-0.7	2.0
Clc1ccccc1Cn1c(/C=C/c2ccco2)nc2ccccc21	-12.2	-0.1	-11.1	-0.7	1.3	15.7	4.5	-2.9	-1.3
Cc1ccc2cc(CCNC(=O)C(C)C)c(=O)[nH]c2c1C	2.6	0.9	-2.9	1.5	3.3	4.7	2.3	-35.8	0.7
Cn1c(CN2CCCC2)nc2cc(NS(=O)(=O)c3ccc(Cl)cc3)ccc21	-4.1	0.0	1.8	7.2	1.2	1.1	-2.1	-0.9	4.9
Cc1c(Cl)cccc1NC(=S)NC(=O)CCN1C(=O)c2ccccc2C1=O	9.0	-0.2	6.6	-8.4	2.7	-2.7	-3.8	-6.2	-4.6
Cc1ccc(N(C(=O)c2csnn2)C(C(=O)NC(C)(C)C)c2ccncc2)cc1 (stereo unspecified)	-2.5	0.0	-10.0	-1.3	0.6	4.8	-2.6	-2.5	-3.7
Cc1ccc(-c2n[nH]c(=S)n2Cc2ccccc2)cc1	-10.2	0.0	-24.1	0.8	0.0	-1.6	-2.8	-3.1	-2.8
N#CC1=C(N)SC(N)=C(C#N)C1Cc1ccccc1	-7.2	-0.2	-16.2	-1.9	2.1	63.2*	-4.3	-0.1	5.5
CC1=C(C)CC(C(=O)NCC(=O)c2ccccc2)C(C(=O)O)C1 (stereo unspecified)	-0.5	0.0	2.5	7.5	1.9	-3.3	-1.7	7.4	-3.0
CC[N+](CC)(CC)CCCCOc1ccc2c(c1)C(=O)c1cc(OCCCC[N+](CC)(CC)CC)ccc1-2	-13.2	0.1	-0.4	-6.6	0.4	1.7	3.4	-9.0	-0.7
C=CCNc1nc(N2CCCC2)nc2ccccc12	7.9	0.1	7.9	-10.6	-0.6	-1.8	2.5	-13.2	-2.4
CCOC(=O)c1ccc(NC(=O)CN2C(=O)C(C)SC(C)C2=O)cc1 (stereo unspecified)	-2.0	-0.1	-5.0	1.9	2.1	-2.8	-4.6	-10.2	-1.1
CC1CCN(S(=O)(=O)c2cc(Cl)ccc2Br)CC1	-1.3	0.0	10.9	-9.9	3.1	1.3	-0.6	1.1	0.1
COc1ccc(CNC(=O)CN(Cc2ccc(OC)cc2)C(=O)CCC(=O)Nc2nccs2)cc1	-6.3	0.0	-7.5	9.3	0.8	-0.7	-0.5	-3.9	2.6
CCN(C(=O)CSc1nnnn1-c1ccccc1OC)C1CCS(=O)(=O)C1 (stereo unspecified)	1.5	-0.1	-5.0	-1.4	0.0	-1.5	-2.0	-1.6	7.7
COc1ccc(C(C)=O)cc1Cn1c(=O)cc(C)[nH]c1=O	-6.8	-0.1	2.4	6.5	1.4	0.9	-1.4	7.4	0.1
CCN1CCN(c2nnc(-c3ccc(F)cc3)c3ccccc23)CC1	4.4	-0.2	-0.8	-3.0	-1.8	-1.1	-2.9	-1.8	0.6
COc1cc(C(=O)NCC(=O)N/N=C/c2ccc(-c3cccc([N+](=O)[O-])c3)o2)cc(OC)c1OC	-3.8	0.0	-0.4	-22.3	2.0	-4.8	5.6	-7.6	1.7
CSCCC(NC(=O)c1ccc(Cl)cc1)C(=O)NC(C)(C)C (stereo unspecified)	0.2	0.0	16.5	2.9	0.2	-1.3	-0.2	0.0	0.2
Cc1nnc(SCC(=O)N(C)c2c(N)n(Cc3ccccc3)c(=O)[nH]c2=O)n1Cc1ccccc1	-1.4	-0.1	-0.1	9.1	2.8	0.2	5.8	2.5	5.4
COc1ccccc1NS(=O)(=O)c1cc(C(=O)N2CCCCCC2)ccc1C	9.5	-0.1	8.3	-14.5	nt	nt	nt	nt	nt
Cc1ccc(-c2cc(NC(=O)c3ccccc3[N+](=O)[O-])n[nH]2)cc1	-10.1	-0.1	3.2	124.1	1.4	1.9	2.2	-6.3	1.1
CN(C(=O)COC(=O)/C=C/c1cccs1)C1CCCCC1	3.1	-0.3	9.1	16.3	nt	nt	nt	nt	nt
CC1Cc2ccccc2N1C(=O)CN(C)CC(=O)Nc1ccc(F)cc1 (stereo unspecified)	4.9	0.1	-6.0	0.5	0.4	nt	-4.7	nt	nt
COc1ccc2nc3c(cc2c1)c(NC(=O)c1cccs1)nn3CC(C)C	-2.9	0.0	-4.0	-0.8	4.8	-3.7	5.9	-1.0	3.6
CSc1ccccc1C(=O)OCC(=O)N1CCN(C(C)=O)CC1	-4.5	0.7	-12.6	3.6	-0.1	nt	0.7	nt	nt
Cc1cccc(NS(=O)(=O)c2cn(C)c(=O)n(C)c2=O)c1C	4.2	0.1	5.3	-8.4	-1.9	1.8	1.8	-0.8	3.1
CCn1ncc(Br)c1C(=O)Nc1ccccc1C(=O)OC	4.6	0.0	-9.8	-3.2	-1.6	-0.8	0.7	-3.2	4.4
CCOC(=O)c1[nH]c(C)c(CN(CCc2ccc(OC)c(OC)c2)C(=O)CCCC(=O)O)c1C	-8.4	0.0	0.1	-4.8	1.4	5.1	14.1	-4.5	4.2
COc1ccc(NC(=O)c2nc3nccc(C)n3n2)cc1S(=O)(=O)N1CCOCC1	2.9	-0.1	7.0	2.9	nt	nt	nt	nt	nt
COc1ccc(/C=N/OCC(=O)NC(c2ccccc2)c2ccccc2)cc1OC	2.6	-0.6	4.4	2.1	0.9	1.5	0.8	11.1	2.6
Cn1c(=O)c(-c2cccc(Cl)c2)c(O)c2ccccc21	1.7	-0.2	0.4	-2.8	-0.7	2.0	1.5	-58.6	0.5
CCCN(Cc1nnc(-c2ccccc2Cl)o1)C(=O)c1cc(S(=O)(=O)N2CCOCC2)ccc1F	3.6	-0.1	4.1	24.0	0.2	-0.6	-3.5	2.4	-1.5
Cc1ccc(CC2C(=O)N(c3nc(C)cc(C)n3)C(=O)C2C)cc1 (stereo unspecified)	3.6	0.0	9.8	28.0	-1.1	-3.4	-4.5	3.9	-3.6
Cc1cccc(C(=O)Nc2nnc(SCC(=O)NC3CC3)s2)c1	-1.0	0.0	-1.2	5.5	2.2	4.1	0.5	-2.4	0.5
Cc1ccc(CN2CCSc3ccc(C(=O)NCc4cccnc4)cc32)cc1	-1.3	0.1	0.1	-12.3	2.5	-0.8	4.3	15.7	1.5
CCOC(=O)C1(C)NC(c2ccco2)C2C(=O)N(c3ccccc3)C(=O)C21 (stereo unspecified)	0.2	-0.1	0.1	-2.7	-1.1	1.4	-3.0	-8.2	-0.9
Cc1ccc(SCc2c(C#N)c3ccccc3n2C)cc1	-3.8	0.0	5.3	-7.9	3.7	-3.0	2.8	-1.1	0.3
Cc1ccc(N(C(=O)Nc2ccccc2)C2=NCCC2)cc1	-10.4	-0.1	2.2	-7.8	2.2	0.3	0.2	-0.3	3.4
COc1ccccc1NC(=O)Nc1nnc(C(C)C)s1	13.9	-0.1	-4.1	-9.2	2.4	-4.0	1.9	-12.6	0.7
Cc1ccc(NC(=O)c2ccc(Br)o2)cc1S(=O)(=O)N(C)C	-2.0	0.0	0.0	-1.7	-1.5	-2.0	-1.3	13.9	0.1
Cc1nonc1CN(C)C(=O)c1cc(COc2ccc(F)cc2Cl)on1	6.5	0.8	8.4	9.5	4.0	-0.7	-2.4	-1.0	3.1
CCOC(=O)N1CCN(C(=O)CNC2CCCCCCC2)CC1	-3.2	0.0	-3.0	-1.2	1.3	-0.1	-0.9	1.0	-3.9
Cc1ccnc(NC(=O)C2(c3cccs3)CCOCC2)c1	0.1	0.0	-6.8	-24.1	2.0	-1.9	0.6	-8.7	-1.3
Cc1sc2ncn(CC(=O)N3CCN(c4ccc(F)cc4)CC3)c(=O)c2c1S(=O)(=O)N1CCOCC1	0.6	0.5	0.3	4.6	-0.1	-3.2	3.3	4.0	-0.7
Cc1ccc(CSc2nnc(-c3ccc(S(=O)(=O)N4CCCC4)cc3)o2)cc1	2.8	0.0	-0.4	2.4	1.2	-1.3	-0.8	-1.3	-1.6
COc1cc(/C=C/C(=O)OCC(=O)N(C)CC(=O)Nc2ccc(F)cc2)ccc1OC(F)F	5.2	0.0	7.5	7.4	0.1	nt	-2.8	nt	nt
Cc1ccccc1-n1c(C)cc(/C=C2/C(=N)N3C(c4ccccc4)=CSC3=NC2=O)c1C	-30.2	0.0	-36.3	15.0	-0.4	8.8	10.4	42.0	0.1
Nn1cnnc1SCC(=O)Nc1ccc(C2CCCCC2)cc1	-8.4	0.0	-1.8	10.0	-0.4	-3.1	-0.9	-0.5	-0.6
Cc1ccc(NC(=O)/C=C/c2cccc(C(F)(F)F)c2)cc1	0.3	0.2	-2.1	-2.0	2.5	-2.2	2.3	-1.9	4.9
Cc1ccc(OCC(=O)N2CCN(C(=O)c3ccc([N+](=O)[O-])cc3)CC2)cc1	3.3	-0.3	-6.5	1.7	-0.2	-4.9	-0.1	-6.2	1.4
